# Compound activity from PubChem.
# M5 antag – human M5 muscarinic receptor antagonists, primary screen, CHO cells, Fluo-8 calcium fluorescence | Muscarinic acetylcholine receptor M5 (Homo sapiens), P08912 | 360,000 tested, 0.59% active | inhibition, % at 3 µM | CHO-hM5 cells, ACh EC80;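 active means inhibition above a per-plate cutoff, the mean of that plate's test compounds plus 3 SD, cut at about 27% in these data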;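 further: 0% = acetylcholine EC80 with DMSO and 100% = DMSO without agonist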
# Target sequence (P08912 whole entry, looked up): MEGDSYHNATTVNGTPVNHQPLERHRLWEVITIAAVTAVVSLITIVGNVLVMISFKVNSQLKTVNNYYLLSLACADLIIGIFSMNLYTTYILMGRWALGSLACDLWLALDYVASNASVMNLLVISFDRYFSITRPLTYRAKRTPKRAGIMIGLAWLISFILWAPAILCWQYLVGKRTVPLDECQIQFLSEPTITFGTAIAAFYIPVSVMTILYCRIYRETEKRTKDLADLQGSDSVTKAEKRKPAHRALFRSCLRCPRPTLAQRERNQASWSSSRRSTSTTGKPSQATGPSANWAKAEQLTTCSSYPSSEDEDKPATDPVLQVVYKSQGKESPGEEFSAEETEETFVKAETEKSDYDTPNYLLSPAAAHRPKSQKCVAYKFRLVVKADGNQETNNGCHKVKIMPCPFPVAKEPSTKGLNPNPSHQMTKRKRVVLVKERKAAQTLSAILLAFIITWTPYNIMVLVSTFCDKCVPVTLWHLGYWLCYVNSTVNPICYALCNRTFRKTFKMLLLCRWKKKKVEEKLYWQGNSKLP
# M5 ag – human M5 muscarinic receptor agonists, primary screen, CHO-K1 cells, Fluo-8 calcium fluorescence. Muscarinic acetylcholine receptor M5 (Homo sapiens), P08912. CHO-K1 hM5 cells; 0% DMSO wells, 100% maximal acetylcholine response. activation, % at 3 µM. 360,000 tested, 0.19% active;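 active means activation above the run's mean over test compounds plus 3 SD, cut at about 23% in these data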;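 further: signal is peak over basal fluorescence ratio across the kinetic read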
# CRFBP-R2 agonist – agonists of CRF-BP/CRF-R2 complex, primary screen, cell-based, HEK293, calcium dye fluorescence, uHTS | 350,000 tested, 0.46% active | AID 588473, 2011 | activation, % at 13.2 µM | calcium dye fluorescence (FLIPR); percent of saturating CRF peptide response;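 active means activation of at least 50%, plus an integration ratio under a set limit after plate pattern correction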;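 further: plate controls were neutral control wells without compound for no effect and CRF at EC100 for full effect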
# CHO-K1 Ca PAM – nonselective calcium activators in parental CHO-K1 cells, primary screen, counter-screen for M1 PAM project, cell-based, Fluo-8 calcium fluorescence, full deck, 1536-well. AID 602247, 2012. ATP EC20; 0% at ATP EC20, 100% at ATP max. activation, % at 3 µM. 360,000 tested, 0.02% active;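 active means activation above the run cutoff, the mean activation of all test compounds plus 3 SD, cut at about 40% in these data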;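 further: peak over basal fluorescence ratio in a 140 s read after ATP addition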
# TAAR1 antag – human TAAR1 antagonists, primary screen, Fluo-8 calcium fluorescence, CHO RD-HGA16 cells | Trace amine-associated receptor 1 (Homo sapiens), Q96RJ0 | antagonist | inhibition, % at 3 µM | 360,000 tested, 1.5% active;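 active means inhibition above a per-plate cutoff, the mean inhibition of test compounds on that plate plus 3 SD, cut at about 49% in these data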;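 further: 0% = DMSO plus EC80 beta-PEA response and 100% = DMSO alone without agonist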
#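 Material: CHO RD-HGA16 cells bearing hTAAR1; compound dosing: one-point dosing, 3 µM nominal final; schedule: dye loading 75 min at 37 °C, then 30 min room temperature; measured by: calcium fluorescence with Fluo-8; control set: vehicle and agonist controls; replication: n of 1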
# M5 PAM – human M5 muscarinic receptor positive allosteric modulators, primary screen, CHO-K1 cells, Fluo-8 calcium fluorescence | 360,000 tested, 0.3% active | AID 624038, 2012 | CHO-K1 hM5, ACh EC20 PAM; 0% = ACh EC20, 100% = ACh EC100 | activation, % at 3 µM;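 active means activation above the run cutoff, the mean activation of all test compounds plus 3 SD, cut at about 18% in these data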
#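 System – CHO-K1 hM5 cells · Compound – 3 µM, single dose · Incubation – compound preincubation 140 s before EC20 acetylcholine addition · Technique – Fluo-8 calcium fluorescence · Measure – Max/basal fluorescence ratio as % of EC20–EC100 ACh window · Benchmarks – low control EC20 acetylcholine (0%), high control EC100 acetylcholine (100%) · Replication – singlicate, one well per test compound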
# CRFBP-R2 block – antagonists of CRF-BP/CRF-R2 complex, primary screen, cell-based, HEK293, calcium dye fluorescence, uHTS. 350,000 tested, 0.59% active. CRF-induced calcium fluorescence. AID 588475, 2011. inhibition, % at 11.8 µM;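 active means inhibition of the ligand-induced calcium signal above about 50% at the single tested concentration, limit read from the data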
# M4 PAM – human M4 muscarinic receptor positive allosteric modulators, primary screen, CHO-K1 cells, Fluo-8 calcium fluorescence | Muscarinic acetylcholine receptor M4 (Homo sapiens), P08173 | activation, % at 3 µM | AID 624126, 2012 | CHO-K1 hM4/Gqi5, ACh EC20; 0% = ACh EC20, 100% = maximal ACh | 360,000 tested, 0.4% active;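 active means activation above its plate's cutoff, the mean activation of sample wells plus 3 SD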; further: some results filed as inactive read as strong as hits
# Target sequence (P08173 whole entry, looked up): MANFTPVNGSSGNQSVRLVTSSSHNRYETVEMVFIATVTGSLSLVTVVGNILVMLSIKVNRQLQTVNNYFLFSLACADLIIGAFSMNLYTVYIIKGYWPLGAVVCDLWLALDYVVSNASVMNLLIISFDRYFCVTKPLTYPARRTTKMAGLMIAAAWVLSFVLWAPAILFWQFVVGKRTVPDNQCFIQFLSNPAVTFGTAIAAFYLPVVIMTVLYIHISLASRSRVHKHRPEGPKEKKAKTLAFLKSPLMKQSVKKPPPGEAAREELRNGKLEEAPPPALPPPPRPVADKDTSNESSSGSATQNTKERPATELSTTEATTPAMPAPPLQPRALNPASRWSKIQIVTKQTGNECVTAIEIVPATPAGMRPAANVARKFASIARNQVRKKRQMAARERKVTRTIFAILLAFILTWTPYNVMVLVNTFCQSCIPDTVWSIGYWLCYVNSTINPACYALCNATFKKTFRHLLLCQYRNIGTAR
# TAAR1 agonist – human TAAR1 agonists, primary screen, Fluo-8 calcium fluorescence, CHO RD-HGA16 cells; AID 624467, 2012; activation, % at 3 µM; 360,000 tested, 0.99% active; Trace amine-associated receptor 1 (Homo sapiens), Q96RJ0; vehicle wells 0%, saturating PEA agonist 100%;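 active means activation above the mean activation of all test compounds in the run plus 3 SD, cut at about 38% in these data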
#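 System: CHO-derived RD-HGA16 cells with stable Gα16 and human TAAR1. Times: 17-24 h plating, Fluo-8 75 min 37 °C, 30 min RT. Measured by: calcium-sensitive Fluo-8 signal, excitation 470-495, emission 515-575 nm. Read-out basis: % activation relative to PEA EC100 response. Control set: DMSO and PEA EC100. Repeats: no replicates (n 1).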
# * hit, by the source's call; · = not tested or not shown. Not a hit list; any-hit rate near 4.2%.
No.	SMILES	M5 ag	M5 PAM	M4 PAM	TAAR1 antag	TAAR1 agonist	CHO-K1 Ca PAM	CRFBP-R2 block	M5 antag	CRFBP-R2 agonist
1	CSCC[C@H](NC(=O)OC(C)(C)C)C(=O)N1CCC(C(=O)N[C@@H](Cc2c[nH]c3ccccc23)C(=O)O)CC1	1	-4	0	-6	1	-7	2	-1	-0.4
2	Cc1cc(NC(=O)Cn2cnc3sc(C)c(C)c3c2=O)no1	0	0	-4	-1	0	-13	10	5	3.9
3	COc1ccc(C(CNC(=O)c2cncc(Br)c2)N(C)C)cc1 (centres undefined)	-8	-1	4	5	7	-14	-8	8	-1.4
4	NC(=O)COc1ccc2cc(-c3ccc(F)cc3)c(=O)oc2c1	2	-1	1	6	2	7	1	9	0.6
5	CCC1(c2ccc(OC)cc2)NC(=O)N(CC(=O)NC2CCCCC2C)C1=O (centres undefined)	-1	1	0	5	0	13	2	14	-2.3
6	O=C(NCC1CCCO1)c1cccc(S(=O)(=O)Nc2cccc(C(F)(F)F)c2)c1 (centres undefined)	4	4	6	7	4	-10	-5	-12	-3.7
7	CN(C)S(=O)(=O)c1ccc(N2CCCC2)c(C(=O)OCC(=O)N2CCN(c3ccccc3)CC2)c1	2	2	15	-2	1	-5	-3	-3	-1.0
8	C=CCn1c(=O)c2ccccc2n2c(SCc3nc(N)nc(Nc4ccccc4C)n3)nnc12	0	-2	-2	5	8	6	-4	5	-1.1
9	COc1cc(OC)cc(C(=O)NNC(=O)c2cc3c(s2)CCCC3)c1	1	2	11	4	6	10	4	-13	-0.7
10	CCc1ccccc1NC(=O)Nc1ccc(F)cc1F	1	-6	4	15	4	-8	4	3	-0.7
11	CC(=O)Nc1ccc(S(=O)(=O)NCC(=O)OC(C)c2ccccc2Cl)cc1 (centres undefined)	4	-5	0	-2	4	17	-6	2	-0.9
12	CC1(C(=O)NS(=O)(=O)c2ccc(Cl)cc2)CCN1C(=O)c1cccc(F)c1 (centres undefined)	-1	0	-3	-2	2	8	·	-4	·
13	O=C(N/N=C/c1cccc2ccccc12)c1cc(C2CC2)[nH]n1	-2	-7	-8	8	-2	24	-18	16	-1.2
14	COc1cc([N+](=O)[O-])ccc1NC(=O)NCc1cccnc1	-4	0	-2	-37	2	-1	13	-9	-2.1
15	C=CC[n+]1c(-c2ccc(Cl)cc2Cl)csc1Nc1ccc(NC(C)=O)cc1	-7	-10	-11	-5	6	7	-89	3	-5.6

# Two entries from above, with values under each structure.
# Values in the order – M5 ag	M5 PAM	M4 PAM	TAAR1 antag	TAAR1 agonist	CHO-K1 Ca PAM	CRFBP-R2 block	M5 antag	CRFBP-R2 agonist
15: C=CC[n+]1c(-c2ccc(Cl)cc2Cl)csc1Nc1ccc(NC(C)=O)cc1
    -7	-10	-11	-5	6	7	-89	3	-5.6
9: COc1cc(OC)cc(C(=O)NNC(=O)c2cc3c(s2)CCCC3)c1
    1	2	11	4	6	10	4	-13	-0.7

# New compounds follow:
No.	SMILES	M5 ag	M5 PAM	M4 PAM	TAAR1 antag	TAAR1 agonist	CHO-K1 Ca PAM	CRFBP-R2 block	M5 antag	CRFBP-R2 agonist
16	O=C(Nc1sc2c(c1C(=O)NCCO)CCCC2)c1ccco1	0	-3	0	5	-2	-3	1	9	-0.1
17	CCc1ccccc1N(C(=O)c1cccs1)C1C=CS(=O)(=O)C1 (centres undefined)	-3	-1	5	1	7	18	3	3	-0.6
18	COc1cc(CN2CCC(C(=O)N3CCCC(C)C3)CC2)cc(Br)c1O (centres undefined)	-3	-5	0	3	2	-6	-6	3	-0.5
19	CCOc1ccc(NC(=O)c2ccc(N3CC4CC(C3)c3cccc(=O)n3C4)c(N)c2)cc1 (centres undefined)	-3	-3	2	-3	3	1	-7	8	-0.7
20	CCOC(=O)C1CCCCN1Cc1ccc(F)c(Br)c1 (centres undefined)	-2	-1	5	-8	3	17	-4	-3	0.6
21	Cc1ccc(Nc2cc(-c3ccccc3)nc3ncnn23)cc1	-13	-5	-4	-43	-4	-13	48	6	-2.1
22	COc1cc2c(cc1OC)C(/C=C/c1ccco1)=NCC2	-3	-5	6	-7	0	-11	3	1	2.3
23	NC(=O)C1(N2CCCCC2)CCN(S(=O)(=O)c2ccc(Cl)s2)CC1	-5	-3	2	-9	5	-10	4	6	0.9
24	CNC(=O)CC1C(=O)N(c2ccc(F)cc2)C(=S)N1NC(=O)c1ccc(Cl)cc1 (centres undefined)	-2	-3	-10	2	5	6	-16	4	7.5
25	O=C1NC[C@@H](CCCCN2CCN(CCC3CCCCC3)C(=O)C2=O)N(Cc2ccccc2)C1=O	-3	-3	0	-16	1	11	·	4	·
26	O=C(Nc1nccs1)C(F)(F)C(F)(F)C(F)(F)C(=O)Nc1nccs1	2	-1	-1	-8	1	-12	7	0	-0.1
27	CCN(C(=O)c1cc(Cl)ccc1OC)c1ccccc1	-3	-1	4	0	4	-6	-7	-2	0.7
28	O/N=C1/CCCCC1c1ccccn1 (centres undefined)	-3	-4	1	1	6	12	-4	-8	-1.0
29	O=S(=O)(NCc1nnc2ccccn12)c1ccc(Cl)cc1	1	3	17	-12	13	21	10	0	-0.3
30	O=C(/C=C/c1ccc(Cl)cc1)N(c1ccccn1)C1CCCCC1	-1	-4	-2	-6	2	28	-11	2	-0.1

# Complete entries from above. Screens in order: M5 ag	M5 PAM	M4 PAM	TAAR1 antag	TAAR1 agonist	CHO-K1 Ca PAM	CRFBP-R2 block	M5 antag	CRFBP-R2 agonist
# `O=C(Nc1sc2c(c1C(=O)NCCO)CCCC2)c1ccco1` reads 0	-3	0	5	-2	-3	1	9	-0.1
# `O=C1NC[C@@H](CCCCN2CCN(CCC3CCCCC3)C(=O)C2=O)N(Cc2ccccc2)C1=O` reads -3	-3	0	-16	1	11	·	4	·

# Going on with the list.
No.	SMILES	M5 ag	M5 PAM	M4 PAM	TAAR1 antag	TAAR1 agonist	CHO-K1 Ca PAM	CRFBP-R2 block	M5 antag	CRFBP-R2 agonist
31	CNc1nc(-c2ccccc2)cc(-c2ccccc2)n1	3	11	-4	-9	1	13	2	2	-1.1
32	CC(=O)c1ccc(N2Cc3ccccc3/C2=N\C(=O)Nc2ccc(Cl)cc2)cc1	-4	-2	15	0	0	3	-6	-1	4.5
33	CCOC(=O)C[N+](C)(C)CCOC1CC2CCC1(C)C2(C)C (centres undefined)	-9	-9	-4	-9	10	7	-6	16	5.1
34	Cc1ccc(NC(=O)C(=O)N2CCCC2)cc1Cl	2	-4	0	-4	14	22	-3	7	-0.9
35	COc1cc2ccccc2cc1C(=O)OCC(=O)N1CCOCC1	-1	1	-1	-6	7	17	4	-1	1.4
36	c1ccc(Cn2c(NCc3ccccn3)nc3ccccc32)cc1	-6	4	3	-28	6	-10	-12	5	-0.5
37	O=C(CCCN1C(=O)c2cccc3cccc(c23)C1=O)NCc1ccco1	-5	4	1	-14	6	7	-3	4	0.2
38	CCC(CC)NC(=O)Cc1ccccc1OC	0	-4	8	-2	15	-9	18	1	-2.8
39	Nc1[nH]c(C(=O)c2ccccc2)c(-c2ccccc2Cl)c1C(=O)c1ccccc1	4	-11	-5	44	9	7	·	0	·
40	CC(=O)c1ccc(NC(=O)c2noc(C(C)C)c2[N+](=O)[O-])cc1	-3	0	0	11	3	24	19	1	-0.1
41	CCOc1ccc(Cl)cc1S(=O)(=O)NCc1ccccn1	0	-13	-7	0	2	13	-15	21	-0.2
42	Fc1cccc(F)c1CSc1nc2ccccc2[nH]1	-3	-3	-4	1	1	-6	-14	-1	0.5
43	O=C(CSc1ccc(-c2ccccn2)nn1)NC1CCCC1	-5	-3	-3	3	-1	17	12	8	-2.6
44	Cc1ccc(OCc2nnc(NC(=O)c3cccnc3)s2)cc1	5	-2	8	15	-3	16	-1	2	-4.2
45	COC(=O)C(Sc1ccc(Cl)cc1)C1SC(=S)N(Cc2ccccc2)C1=O (centres undefined)	6	2	-5	18	-1	12	-8	8	-2.3
46	C1=CCC(/C=N/n2cnnc2)CC1 (centres undefined)	4	3	16	13	5	15	1	-12	-0.1
47	COCCn1c(-c2ccc(OC)cc2)c(-c2ccc(OC)cc2)oc1=O	-6	-1	0	-25	11	9	14	4	-0.6
48	O=CNC1(c2ccccc2)CCCCC1	-4	-8	-1	7	0	6	9	7	-0.2
49	C#Cc1cc(N2CCN(C(=O)c3ccoc3)CC2)n2nc(-c3cccc(Cl)c3)cc2n1	0	-5	-5	34	6	14	20	3	-1.0
50	Clc1ccccc1Cn1nnc2c(N3CCOCC3)nc(C3CC3)nc21	-3	1	11	-7	0	2	-12	-1	5.4
51	CCN(CC)S(=O)(=O)c1ccc(S(=O)(=O)N2CCN(C(=O)c3ccco3)CC2)cc1	0	4	23	0	11	-4	8	14	3.0
52	CCN(Cc1ccccc1)S(=O)(=O)c1ccc(C(=O)N(CCCN(C)C)c2nc3c(F)cccc3s2)cc1	-6	-9	-3	21	14	5	-18	-1	0.6
53	CCCC1CCC(=NNC(=O)OC(C)(C)C)CC1 (centres undefined)	1	4	7	-19	3	5	-11	-10	0.4
54	Cc1cc(NC(=O)C(C)SCC(=O)Nc2nc3c(F)cc(F)cc3s2)no1 (centres undefined)	2	-5	5	5	3	9	10	8	-0.7
55	Cc1cc(C)n(C(=O)Cn2nc([N+](=O)[O-])cc2C)n1	0	-1	6	-19	0	26	9	17	11
56	Cc1ccnc2nc(C(=O)OCCOc3ccc(Cl)cc3)nn12	1	-1	-2	-15	2	-6	-10	11	1.0
57	O=C(N/N=C/c1c(O)n(-c2ccccc2Cl)c(=O)c2ccccc12)c1cccnc1	7	3	8	-7	11	8	9	15	28
58	CCCc1ccc2oc(C(=O)N(C)CCn3ccnc3C)c(C)c2c1	-17	-8	0	-6	-1	11	4	10	-0.1
59	CC(C)c1ccc(NC(=S)NN2CCOCC2)cc1	-1	1	8	-13	2	10	50*	5	83*
60	COc1ccc(Cl)cc1C(=O)NNC(=S)NC1CCCC1	-5	4	1	3	6	15	-7	-3	1.1
61	CNC(=S)N(CCc1ccccc1)Cc1cc2cc(OC)c(OC)cc2[nH]c1=O	0	8	14	-20	3	28	-29	-11	-0.1
62	Cc1ccc(C)c(NS(=O)(=O)c2cc(C(=O)N3CCCC3)ccc2Cl)c1	3	7	3	-10	6	12	-7	-20	-3.7
63	CCCCCCn1cc(CN2CC(N(C)CCC)CS2(=O)=O)nn1 (centres undefined)	0	2	5	2	0	18	·	3	·
64	COc1cc(OC)c(OC)cc1C=NCC1(c2ccccc2)CCCC1	0	3	0	5	4	13	1	-4	-0.1
